p53 reactivator – mutant p53 re-activation in reporter cells; H1299 p53-A138V BP100-luciferase reporter, luminescence, 24 h; Potency, µM (top dose mostly 92.2 µM), for inactives: at the highest dose activity change, positive = activation, usual class: activators; 320,000 compounds, 0.063% hits; AID 504706; also: % of control where 0% means no effect; nearly all actives have a fitted effect of over 45% in size
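H1299 (p53-null), stable ts p53-A138V + BP100-Luc; 1000 cells/well, Opti-MEM/10% FBS; cpd 4 pt, 1:5; 24 h, 37 deg C, 5% CO2; detection reagent 10 min RT; luminescence.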
CXXC DNA block – MLL CXXC-DNA interaction inhibition | Potency, µM (series often up to 115 µM), for the others: top-dose activity change, negative = inhibition, actives largely listed as inhibitors | 290,000 compounds, 0.037% hits | AID 2662 | Q03164 | MLL-CXXC / FITC-HOXA9 DNA fluorescence polarization; active = well fitted inhibition curve with a large enough effect in the polarisation, with a control signal flat, not every such curve was filed as active; inconclusive = small, poorly fitted or top-dose-only effect, or effect the other way, or a change in a side signal; inactive = no such curve, though single readings can be large or run the other way; the % refers to the polarisation
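Fluorescence polarization: 7 uM MLL-CXXC (stock) preincubated 5 min with compounds, then 50 nM fluorescein-HOX-A9 DNA (stock) added; 30 min ambient. Buffer 50 mM Tris-HCl pH 7.5, 50 mM NaCl, 1 mM DTT, 0.05% BSA.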
uPA surface inh – inhibitors of cell surface uPA generation; 330,000 compounds, 0.31% hits; cell surface uPA generation assay, qHTS; Potency, µM (series often up to 38.3 µM), without a hit: top-dose activity change, negative = inhibition, usual class: inhibitors; active = well fitted inhibition curve with a large enough effect; inconclusive = small, poorly fitted or top-dose-only effect; inactive = no such curve, though single readings can be large or run the other way; tested in mouse RAW 264.7 cells; also: % is scaled to controls: 0 for no effect and ±100 for the full control effect; nearly all actives have a fitted effect of over 55% in size
BRCA1 expr up – increases BRCA1 expression; MCF7-BRCA1-FFLuc reporter, luminescence, 48 h; response scale: scaled: vehicle 0%, 10 µM genistein 100%; Potency, µM (doses to about 46.1 µM), for inactives: at the top dose activation, hits mostly activators; 380,000 compounds, 1.1% hits; AID 624202; also: nearly all actives have a fitted effect of over 80% in size; some results filed as inactive show a strong effect at the top dose
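Quantitative HTS in MCF7 cells stably reporting BRCA1 expression via firefly luciferase. Compound treatment lasts 48 h at 37 °C in phenol-red free MEM. Activation is expressed relative to genistein at 10 microM and DMSO.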
Rab9 prom act – activators of Rab9 promoter; Huh7 Rab9 promoter-luciferase reporter, luminescence, 24 h; Potency, µM (highest dose often 9.22 µM), without a hit: at the top dose activation, negative = inhibition, hits mostly activators; 320,000 compounds, 2.8% hits; also: % of control where 0% means no effect; nearly all actives have a fitted effect of over 60% in size
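Steps: seed 1500 Huh7 Rab9-luc cells per well, rest 2 h at 37 °C; add compound in DMSO; incubate 24 h; add luciferase reagent, 10 min ambient; read luminescence.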
FLuc modulator – inhibits or activates purified firefly luciferase, miR-21 counter-screen | P08659 | purified FLuc, Km substrates, luminescence inhibition | Potency, µM (top dose mostly 57.5 µM), for the others: at the top dose activity change, negative = inhibition, actives largely listed as inhibitors | AID 588342 | 360,000 compounds, 6.9% hits;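 also: plate controls were vehicle for no effect and reference inhibitor for full effect; nearly all actives have a fitted effect of over 55% in size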
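Biochemical qHTS of compounds, final roughly 60 µM downward over six points, against 10 nM purified firefly luciferase using Km concentrations of substrates (10 uM D-luciferin, 10 uM ATP) in Tris acetate pH 7.5 buffer; luminescence output.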
ELG1 genotoxic – genotoxicity induction in ELG1-luciferase HEK293T cells. HEK293T ELG1-luciferase reporter, luminescence, 16 h. 330,000 compounds, 1.3% hits. Potency, µM (doses to about 46 µM), without a hit: at the highest dose activity change, positive = activation, actives largely listed as activators; also: % of control where 0% means no effect; nearly all actives have a fitted effect of over 60% in size
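Screening used a luciferase reporter fused to human ELG1 in HEK293T cells. Luminescence was read on a CCD plate imager after 16 hr exposure and 30 min ONE-Glo incubation.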
MBNL1 CUG block – MBNL1-poly(CUG) RNA binding inhibition; Potency, µM (titrated, usually from 57.5 µM), without a hit: at the highest dose activity change, negative = inhibition, hits mostly inhibitors; 280,000 compounds, 0.036% hits; Q9NR56; TR-FRET MBNL1-His/biotin-(CUG)12 binding, 665/545 ratio; active = well fitted inhibition curve with a large enough effect in the signal ratio, with a control signal flat, not every such curve was filed as active; inconclusive = small, poorly fitted or top-dose-only effect, or effect the other way, or a change in a side signal; inactive = no such curve, though single readings can be large or run the other way; the % refers to the signal ratio; also: % is scaled to controls: 0 for no effect and ±100 for the full control effect
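Compounds (final 92 nM to 58 uM) are added to His-tagged MBNL1 and biotin-(CUG)12, then terbium anti-His antibody and streptavidin-XL665 (5 nM final). After 60 min at room temperature, the 665/545 nm ratio is read.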
NPC1 promoter act – NPC1 promoter activation; Huh7 NPC1 promoter luciferase reporter, 24 h; Potency, µM (highest dose often 9.22 µM), for inactives: at the highest dose activation, most hits filed as activators; 320,000 compounds, 2.4% hits; AID 485313;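 also: % of control where 0% means no effect; nearly all actives have a fitted effect of over 60% in size; reporter is driven by a mutant NPC1 promoter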
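Huh7 reporter cells (NPC1 promoter driving luciferase) are dosed with compound for 24 h at 37 °C, 5% CO2; luciferase detection reagent is then added and luminescence measured after 10 min at ambient temperature.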
Gal4-VP16 FLuc – inhibits Gal4-VP16 luciferase reporter, ROR gamma counter-screen; 310,000 compounds, 3.5% hits; Potency, µM (highest dose often 53.6 µM), for inactives: at the highest dose activity, negative = inhibition, usual class: inhibitors; Drosophila S2 Gal4-VP16 UAS-luciferase, luminescence, 20 h;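 also: Gal4-VP16 expression switched on by copper sulfate through the metallothionein promoter; % is scaled to controls: 0 for no effect and ±100 for the full control effect; nearly all actives have a fitted effect of over 50% in size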
RORgamma inh – blocks mouse ROR gamma transcriptional activity. Drosophila S2 Gal4-RORgamma UAS-luciferase reporter, 20 h. AID 2551. Potency, µM (doses to about 53.6 µM), for the others: top-dose activity change, negative = inhibition, most hits filed as inhibitors. P51450. 310,000 compounds, 5.4% hits; also: % is scaled to controls: 0 for no effect and ±100 for the full control effect; nearly all actives have a fitted effect of over 60% in size
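A Gal4/UAS one-hybrid system in insect cells: metallothionein-promoter Gal4–ROR gamma fusion plus Photinus luciferase reporter. Copper sulfate 700 uM final, 20 hr ambient incubation, luminescent detection after 10 min with reagent.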
* marks the source's active call; other numbers are inactive results; ? = inconclusive; nt = not tested or not shown; & = joins results of further samples; [ ] = remark or other dose. Unless noted, calls follow the shape of the dose curve; as a rule, active = well fitted curve in the direction sought with a large enough effect; inconclusive = small, poorly fitted or top-dose-only effect, or another doubt; inactive = no such curve, though single readings can be large; an effect the other way counts as inactive or inconclusive. Potency is read from the fitted curve at half-maximal effect.

structure	p53 reactivator	CXXC DNA block	uPA surface inh	BRCA1 expr up	Rab9 prom act	FLuc modulator	ELG1 genotoxic	MBNL1 CUG block	NPC1 promoter act	Gal4-VP16 FLuc	RORgamma inh
C[n+]1ccn(CC(=O)c2cc(C(C)(C)C)c(O)c(C(C)(C)C)c2)c1	-1%	5%	9%	-1%	2%	3%	1%	-9%	-1%	-14%	24%
CC1(C)CC(=O)C/C(=N/NC(=O)CCCOc2ccc(Cl)cc2Cl)C1	-9%	-1%	0%	-14%	2%	?	-4%	-5%	2%	0%	18%
COc1cc2c(cc1OC)C(c1ccc(C)o1)CC(=O)N2 (configuration not stated)	-13%	2%	-9%	3%	0%	-1%	?	-1%	-2%	-1%	-9%
CC(=O)N/C(=C\c1ccccc1Cl)C(=O)O	-5%	-1%	-3%	16%	-4%	3%	-1%	14%	1%	-1%	11%
COc1cccc(NC(=O)N2CCC(NC(=O)c3ccco3)CC2)c1	-3%	12%	1%	-11%	-5%	-1%	0%	1%	-7%	0%	5%
COc1cccc(CNS(=O)(=O)c2cn(C)cn2)c1	11%	1%	1%	10%	-5%	0%	0%	-13%	1%	3%	-1%
O=C(/C=C/c1ccccc1)Nc1cc(S(=O)(=O)N2CCOCC2)ccc1N1CCOCC1	-1%	nt	-3%	-2%	-2%	9%	4%	nt	-5%	nt	nt
O=C(CCN1CCOCC1)NNC(=O)/C(=C/c1ccccc1)NC(=O)c1ccccc1	6%	-2%	nt	9%	1%	-2%	1%	-1%	-3%	-9%	-17%
O=C(CS(=O)CC(=O)N(CC(=O)NC1CCCC1)c1ccc2c(c1)OCCO2)Nc1ccc(F)cc1 (configuration not stated)	-4%	-4%	-2%	3%[1.84 µM]	0%	-9%	-1%	-11%	-3%	-20%	36%
CCc1nc2ccc(C(=O)N3CCN(c4ccccc4)CC3)cc2nc1CC	-2%	4%	0%	-4%	-1%	1%&-2%	-4%	1%	3%	-4%	10%
O=C(Nc1ccc2c(c1)CCC2)c1ccc(F)cc1	?	14%	-2%	?	0.45µM*	1.1µM*	1.6µM*	-10%	0.71µM*	?	?
O=C(OCC(=O)N1CCCc2ccccc21)c1cc(Br)ccc1O	1%	nt	2%	-29%	4%	-7%	0%	nt	-1%	nt	nt
Cc1ccc(C)c(N(C(=O)CNC(=O)c2ccco2)C(C(=O)NC2CCCCC2)c2cccnc2)c1 (configuration not stated)	1%	3%	-5%	-25%	-1%	0%	8%	-3%	2%	-19%	-31%
N#CC1=C(N)N(c2ccccc2C#N)C2=C(C(=O)CCC2)C1c1ccsc1 (configuration not stated)	-12%	3%	-3%	-5%	-5%	-1%	-3%	?	0%	-10%	15%
O=C(Nc1nccs1)c1cncc(Br)c1	20%	11%	-4%	3.5µM*	4µM*	?	7%	0%	?	?	?
CC1CN(C(=O)c2ccc(NS(=O)(=O)c3ccc(F)cc3)cc2)CC(C)O1 (configuration not stated)	-1%	?	0%	-1%	3%	-1%	4%	-3%	-3%	-7%	-14%
Cc1ccc(CNC(=O)C2(C(F)(F)F)C/C(=C\Cc3ccccc3)CCCO2)o1 (configuration not stated)	10%	-3%	-17%	1%	6%	-4%	-3%	-3%	-5%	-1%&6%	-45%&-29%
Cc1cccc(NC(=O)CCCc2ccccc2)c1C	10%	2%	-3%	0%	13%	-14%	0%	-4%	16%	-13%	-16%
Cc1nc(CS(=O)(=O)c2ccccc2)cc(N2CCN(c3ccccc3F)CC2)n1	3%	3%	-9%	-5%	-3%	2%	-3%	2%	-1%	6%	19%
Cc1nc2c(C)cccn2c(=O)c1NC(=O)c1cccs1	-5%	nt	2%	5%	-6%	-5%	-1%	nt	0%	nt	nt
Cc1ccc(/C=N/Nc2ccnc3cc(Cl)ccc23)c(C)c1	-36%[inhibitor]	57%[activator]	-28%	-91%[inhibitor]	-10%	-18%	-7%	-18%	-10%	8.9µM*	?
O=C(NCC1CCCO1)c1cc2c(s1)CCCC2 (configuration not stated)	?	nt	-20%	5.6µM*	2.5µM*	12µM*	?	nt	13%[1.84 µM]	nt	nt
O=C(NCc1ccco1)c1cccc(S(=O)(=O)N2CCN(Cc3ccccc3)CC2)c1	1%	nt	1%	-21%	1%	2%	2%	nt	0%	nt	nt
CC1CC(=O)N(CC(=O)Nc2ccc3c(c2)OCCO3)c2ccccc2S1 (configuration not stated)	-2%	-4%	nt	-21%	4%	5%	0%	-6%	0%	3%	8%
CCCCOc1ccc(CNC(=O)NS(=O)(=O)c2ccc(OCC(C)C)cc2)cc1	-1%	6%	5%	5%	-2%	2%	-7%	2%	-1%	2%	15%
Cc1nc2ccc([N+](=O)[O-])cc2s1	1%	14%	-1%	7%	6%	5%	1%	nt	12%	-3%	?
CCCOc1ccccc1N1C(=O)CC(N(O)c2ccccc2)C1=O (configuration not stated)	3%	-4%	0%	-20%	0%	-16%	4%	-8%	0%	-1%	1%
CCCCOc1ccc(C(O)C(CN2CCCCC2)c2ccccc2)cc1 (configuration not stated)	6%	-1%	-4%	-1%	-2%	-1%	-21%	-3%	-1%	-1%	-11%
CCN(CC)CCn1c(=S)[nH]c2ccc(Br)cc2c1=O	6%	2%	5%	0%	-3%	3%	4%	-3%	-1%	13µM*	11µM*
CN(C)C(=S)SCCn1c(N)nc(N(C)C)nc1=O	-3%	2%	-2%	3%	0%	0%	1%	-12%	-1%	6%	5%
CCc1ccc(-n2c(=O)c3c(C)c(C(=O)N(C)C)sc3n(CC(=O)NCC3CCCO3)c2=O)cc1 (configuration not stated)	0%	-2%	6%	1%	-2%	-3%	0%	0%	0%	-3%	5%
CCOC(=O)c1sc(NC(=O)C(OC(C)=O)c2ccccc2)nc1C (configuration not stated)	26%	11%	2%	?	5%	0%	10%	nt	-3%	13%	29%
O=C(Nc1ccc(Oc2ccccc2)nc1)C1CCCCN1Cc1ccc(O)cc1 (configuration not stated)	?	97%[activator]	nt	nt	4%	0%	1%	-5%	-4%	6%	18%
Cc1ccccc1N(C(=O)c1cccs1)c1nc2ccccc2s1	3%	8%	1%	-11%	8%	2%	-1%	-2%	5%	15%	-31%
NC(=O)c1nsc(C(=O)N(Cc2cccnc2)C(C(=O)NCc2ccc(F)cc2)c2ccc(F)cc2)c1N (configuration not stated)	-2%	-15%	-5%	-24%	-5%	0%	-1%	?	-2%	0%	?
Cc1c(O)c2cccnc2[nH]c1=O	0%	-1%	7%	15%	0%	4%	0%	nt	-3%	0%	-5%
CCOc1ccc(NC(=O)c2nnn(CC(=O)Nc3ccccc3OCC)c2N)cc1	-1%	37%[activator]	-1%	13%	15%	?	17%	2%	5%	-10%	-5%
CCOC(=O)CCC(NC(=O)c1cncc(O)c1)C(=O)OCC (configuration not stated)	3%	-7%	0%	0%	9%	-4%	-2%	-19%	-2%	-4%	-21%
NC(=O)C1CC(O)CN1c1nc(CN2CCOCC2)nc2scc(-c3ccccc3)c12 (configuration not stated)	11%	8%	4%	10%	0%	0%	0%	0%	1%	-9%	-33%
CC(C)(C)C1CCC(OC(=O)CN2CCOCC2)CC1 (configuration not stated)	11%	0%	2%	?	13%	?	27%	6%	17%	14%	-33%
CCCCN(CC(=O)Nc1c(C)cccc1CC)C(=O)SCC	-2%	0%	-4%	-16%	-2%	0%	0%	-1%	0%	4%	-2%
CCC(=O)NC(=S)NNC(=O)c1ccc([N+](=O)[O-])cc1	10%	-7%	-1%	1%	1%	-15%	-4%	?	-6%	0%	?
COc1ccc(/C=C2\SC(c3ccc(C)cc3)=NC2=O)cc1OC	8%	?	2%	0%	-3%	?	14%	-2%	1%	-10%[0.365 µM]	0%
COc1cccc(-c2nc(CS(=O)CC(=O)NCc3ccccc3)c(C)o2)c1 (configuration not stated)	0%	1%	0%	5%	3%	-1%	0%	-4%	4%	4%	-5%
COc1ccc(C(=O)OCC(=O)NC2CCCC2)cc1OC	2%	5%	4%	-48%	-9%	-1%	2%	1%	-2%	-1%	21%
O=C(Cc1ccccc1)NS(=O)(=O)c1ccc(N=NN2CCOCC2)cc1	-10%	-5%	2%	14%	0%	-19%	0%	-10%	-1%	5%	14%
O=C(Nc1ccc(S(=O)(=O)N2CCN(Cc3ccccc3)CC2)cc1)c1cnccn1	-3%	-2%	0%	-57%	-8%	2%	1%	5%	-15%	1%	43%

Assay outcomes as filed in PubChem.

Not all compounds are listed; the hit share may differ from the screen's.
